High-throughput results (PubChem)
FUS yeast rescue – rescues growth of FUS-expressing yeast | S. cerevisiae FUS-expressing, growth rescue, OD600, 24 h | AID 1347120 | hit rate 0.24% among 390,000 | Potency, µM (top dose mostly 76.6 µM), inactives show top-dose growth rescue (activation), usual class: activators;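 note: potency is the fitted concentration of half-maximal effect; plate controls were DMSO vehicle for no effect and reference control for full effect; nearly all actives have a fitted effect of over 55% in size; some results filed as inactive show a strong effect at the top dose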
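Yeast expressing FUS under galactose induction, OD 0.005 in 2% galactose medium; compounds in a dilution series, 24 h at 30C. Growth rescue by absorbance at 600 nm; CP55940 positive control, DMSO negative.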
D3 antag – blocks the human D3 dopamine receptor; max response, negative = inhibition, %; hit rate 2.5% among 360,000; AID 652054; P35462; D3R cells, DiscoveRx beta-arrestin luminescence, antagonist mode; hits give low values; in the data active = max response below about -50%; inconclusive = no clear call, values can overlap the other calls; note: % is set by controls: 0 for no effect and ±100 for the full control effect; mostly tested at two doses, the higher about 12 µM
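Cells plated overnight at 1500 cells/well, then exposed to library compounds with dopamine controls for 90 minutes at 37 degrees C. DiscoveRx reagent added for 30–60 minutes at room temperature; luminescence read, quantitative HTS format.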
D3 ag – D3 dopamine receptor (human) agonism; D3R DiscoveRx beta-arrestin cells, luminescence, 90 min; max activation, %; hit rate 0.58% among 410,000; in the data active = max activation above about 30%; note: 0% is about no effect; mostly tested at two doses, the higher about 12 µM
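Cells at 1500/well, incubated overnight, then treated with pinned compounds (dopamine as control) for 90 min at 37 degrees C. DiscoveRx reagent added for 30 - 60 minutes at room temperature; luminescence read.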
aSyn yeast inh – inhibitors of alpha-synuclein toxicity in yeast. Potency, µM (highest dose often 46.1 µM), without a hit: at the top dose growth rescue (activation), usual class: activators. hit rate 0.14% among 370,000. Yeast expressing alpha-synuclein, growth rescue, BacTiter-Glo, 24 h; note: potency is the fitted concentration of half-maximal effect; % of control where 0% means no effect; nearly all actives have a fitted effect of over 65% in size
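Galactose-induced alpha-syn yeast (OD600=0.02, raffinose-pregrown) + pinned cpd, 24 hr, 30 deg C; growth by BacTiter-Glo luminescence. Growth restoration scores as activation.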
Abeta yeast res – compounds reversing amyloid beta toxicity in yeast. yeast expressing A-beta42, growth rescue, OD600, 48 h; response scale: 0% DMSO, 100% iron-clioquinol control. Potency, µM (series often up to 46.1 µM), for inactives: at the top dose growth rescue, actives largely listed as activators. hit rate 0.063% among 410,000. AID 1347071; note: potency is the fitted concentration of half-maximal effect; nearly all actives have a fitted effect of over 55% in size
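Yeast A-beta toxicity model in growth medium with pinned compounds, 48 h at 30 C; growth read as absorbance at 600 nm. Normalized to FeCl3/clioquinol equimolar mix (positive) and DMSO (negative).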
TDP-43 yeast inh – rescues yeast growth from TDP-43 toxicity | Potency, µM (top dose mostly 46.1 µM), inactives show at the highest dose growth rescue (activation), most hits filed as activators | AID 652104 | hit rate 1.8% among 410,000 | TDP-43 expressing yeast growth rescue, BacTiter-Glo, 24 h; note: potency is the fitted concentration of half-maximal effect; % of control where 0% means no effect; nearly all actives have a fitted effect of over 50% in size
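Cell-based yeast growth screen: TDP-43 expression induced in galactose, inoculum OD600=0.02 after raffinose pregrowth to mid-log. Read-out BacTiter-Glo luminescence at 24 hr, 30 deg C; inhibition of toxicity seen as signal increase.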
EPAC2 antag – antagonists of human EPAC2 | EPAC2 GEF exchange of Rap1B-BODIPY-GDP, fluorescence | Potency, µM (top dose mostly 114 µM), for inactives: at the highest dose activity, negative = inhibition, hits mostly inhibitors | hit rate 0.18% among 360,000 | Q8WZA2; note: potency is the fitted concentration of half-maximal effect; % is set by controls: 0 for no effect and ±100 for the full control effect; nearly all actives have a fitted effect of over 45% in size; many of its hits are not listed in these tables
Target sequence (Q8WZA2 whole entry, looked up): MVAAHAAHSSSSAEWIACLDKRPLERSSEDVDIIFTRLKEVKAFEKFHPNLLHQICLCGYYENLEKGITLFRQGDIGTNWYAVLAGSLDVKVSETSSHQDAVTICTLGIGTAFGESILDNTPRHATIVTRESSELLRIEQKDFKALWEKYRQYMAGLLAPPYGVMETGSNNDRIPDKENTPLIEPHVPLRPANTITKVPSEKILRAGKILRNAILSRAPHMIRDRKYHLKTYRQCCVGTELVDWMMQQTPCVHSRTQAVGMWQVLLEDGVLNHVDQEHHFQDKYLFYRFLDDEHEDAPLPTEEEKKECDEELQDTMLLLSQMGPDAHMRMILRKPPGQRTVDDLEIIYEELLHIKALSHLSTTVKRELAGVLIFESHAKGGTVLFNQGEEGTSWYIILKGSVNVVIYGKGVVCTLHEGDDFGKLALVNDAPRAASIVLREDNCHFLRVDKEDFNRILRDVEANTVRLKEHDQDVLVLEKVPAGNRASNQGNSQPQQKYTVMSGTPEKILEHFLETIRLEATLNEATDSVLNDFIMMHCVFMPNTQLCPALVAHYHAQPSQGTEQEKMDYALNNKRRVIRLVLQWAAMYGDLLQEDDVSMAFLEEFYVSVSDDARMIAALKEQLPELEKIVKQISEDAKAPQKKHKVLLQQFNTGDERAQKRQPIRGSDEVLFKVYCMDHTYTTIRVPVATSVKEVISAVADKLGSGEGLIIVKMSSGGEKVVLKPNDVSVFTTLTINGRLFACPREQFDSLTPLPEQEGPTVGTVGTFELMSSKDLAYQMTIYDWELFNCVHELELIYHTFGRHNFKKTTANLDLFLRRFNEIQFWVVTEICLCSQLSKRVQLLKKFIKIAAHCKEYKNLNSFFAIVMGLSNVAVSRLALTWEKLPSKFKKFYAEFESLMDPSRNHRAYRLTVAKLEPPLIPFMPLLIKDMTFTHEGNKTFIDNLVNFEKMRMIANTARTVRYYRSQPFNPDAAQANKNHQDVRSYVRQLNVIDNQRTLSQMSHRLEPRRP
EPAC2 agonist – EPAC2 (human) agonism; Q8WZA2; EPAC2 activation, biochemical qHTS; response scale: 100% = 6.5 mM cAMP response; Potency, µM (highest dose often 154 µM), inactives show top-dose activation, actives largely listed as activators; hit rate 0.079% among 360,000; AID 720711; note: potency is the fitted concentration of half-maximal effect; nearly all actives have a fitted effect of over 50% in size
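Compounds were added across a concentration range to EPAC2 (100 nM), RAP1B-BODIPY-GDP (250 nM) and GDP (50 uM). After 5 min at room temperature, fluorescence was recorded at 5-min intervals for 30 min.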
Numbers without * were called inactive; u = inconclusive; x = not tested or not shown; & = joins results of further samples; [ ] = remark or other dose. Unless noted, calls come from the whole dose curve; as a rule, active = well fitted curve in the direction sought with a large enough effect; inconclusive = small, poorly fitted or top-dose-only effect, or another doubt; inactive = no such curve, though single readings can be large; an effect the other way counts as inactive or inconclusive. The list is partial; rates above refer to the full screens.

Every second line gives: FUS yeast rescue	D3 antag	D3 ag	aSyn yeast inh	Abeta yeast res	TDP-43 yeast inh	EPAC2 antag	EPAC2 agonist
1: O=S(=O)(c1ccccc1)N(Cc1nc(-c2ccccc2)no1)C1CCCCC1
    -6.1%	-52.8*	-14.9	8.6%	10.5%	-21.8%	-9.0%	17.1%
2: O=C(Nc1nc2ccccc2[nH]1)c1ccc(S(=O)(=O)N2CCOCC2)cc1
    1.1%	14.4	6.0	0.1%	x	18.0%	0.8%	5.3%
3: COc1ccccc1NC(=O)COc1ccccc1C(=O)Nc1ccccc1
    24.2%	7.6	-3.5	-1.5%&-6.1%	8.0%	u	-19.7%	13.4%
4: FC(F)(F)c1nnc2c3ccccc3c(Cl)nn12
    -26.4%	1.1	-7.2	0.2%	-62.6%[inhibitor]	u	-5.4%	3.1%
5: COC(=O)c1ccc(Cn2nc(C)c([N+](=O)[O-])c2C)o1
    -14.9%	-1.5	-0.2	-4.9%	3.1%	2.6%	4.0%	3.5%
6: Cc1ccc(S(=O)(=O)N2C[C@H]3C(=O)C[C@@H](c4ccccc4)N(S(=O)(=O)c4ccc(C)cc4)[C@H]3C[C@H]2c2ccccc2F)cc1
    u	5.3	3.7	4.8%	-15.0%	1.6%	-11.4%	4.4%
7: Cc1nn(C)c(C)c1CCC(=O)N1CCCC(C(=O)c2cccc(OC(C)C)c2)C1 (stereo unspecified)
    10.7%	26.2	5.7	1.6%	8.9%	13.0%	2.9%	-2.5%
8: O=C(OCn1nnc2ccccc2c1=O)c1cccnc1Cl
    -8.2%	18.8	9.5	1.7%	1.3%	-0.7%	12.4%	0.6%
9: CCOc1ccc(C)cc1S(=O)(=O)n1ccnc1
    -4.1%	1.2	3.1	3.9%	17.4%	-4.2%	5.7%	6.0%
10: CN1CCN(CCP(=O)(c2ccccc2)c2ccccc2)CC1
    10.5%	-7.8	1.2	-11.3%	5.4%	-2.2%	3.0%	-9.1%
11: O=C(NCC(=O)N1CCN(C/C=C/c2ccccc2)CC1)c1ccc(Br)cc1
    28.9%	-11.7	-7.2	6.5%[1.84 µM]	-13.4%	-4.7%	-28.1%	-0.7%
12: O=C(NC1CCCCC1)C(c1ccc2ncccc2c1)N(Cc1ccc(F)cc1)C(=O)c1ccc2c(c1)OCCO2 (stereo unspecified)
    23.6%	-14.3	-2.0	1.9%	5.2%	-0.9%	-9.4%	4.4%
13: CCCn1c(CCNc2nc(-c3cccc(Br)c3)cs2)nc2ccccc21
    0.9%	34.7	33.1*	5.0%	-5.9%	0.0%	11.9%	-4.6%
14: O=C(NNc1nc2cc3c(cc2s1)OCCO3)c1ccccc1
    -6.4%	16.0	6.1	3.7%	26.0%	25.0%	-3.0%	-2.5%
15: O=C(O)c1ccc(NS(=O)(=O)c2cccc(C(=O)Nc3ccccc3[N+](=O)[O-])c2)cc1
    -17.4%	1.2	0.3	-5.5%	8.0%	4.0%	-1.2%	8.6%
16: CCc1c(C)sc(NC(=O)Cc2ccccc2OC)c1C(=O)N1CCOCC1
    -2.8%	-7.5	24.2	0.7%	13.8%	-6.2%	3.4%	1.8%
17: Cc1sc2ncnc(SCC(=O)c3ccc(O)cc3O)c2c1C
    11.9%	10.1	-3.5	0.5%	8.0%	0.4%	4.8%	2.3%
18: COc1ccc(-c2oc3ncn4nc(Cc5ccccc5)nc4c3c2-c2ccc(OC)cc2)cc1
    19.3%	3.0	-1.0	-0.8%	14.4%	-11.1%	4.2%[57.1 µM]	8.7%
19: CCCN(CCC)CC(O)COc1ccccc1C(=O)Nc1ccccc1 (stereo unspecified)
    4.5%	14.7	-24.3	0.1%	11.2%	-8.9%	10.1%	1.5%
20: COc1cccc(OC)c1Nc1nc(C)nc2c1nnn2Cc1ccccc1Cl
    -3.0%	18.8	3.7	5.2%	-21.5%	u	1.7%	0.9%
21: CN(C)CCN(C)C1CN(Cc2ccc([N+](=O)[O-])cc2)S(=O)(=O)C1 (stereo unspecified)
    13.4%	-19.5	-9.5	1.5%	0.0%	16.3%	7.7%	5.6%
22: CSCCC(NC(=O)c1ccco1)C(=O)Nc1ccc(C)c(S(=O)(=O)N2CCOCC2)c1 (stereo unspecified)
    16.1%	-16.8	-15.3	-4.0%	-7.2%	5.8%	-4.1%	1.6%
23: NS(=O)(=O)c1ccc(CNC(=S)NC2CC2)cc1
    11.4%	-12.2	0.0	0.1%	-12.7%	-10.0%[9.22 µM]	14.7%	-2.6%
24: COc1ccc(C(=C(CC(=O)O)C(=O)OC(C)(C)C)c2cc(OC)c(OC)c(OC)c2)cc1OC
    x	3.0	3.3	-0.1%	-0.3%	30.1%	16.4%	2.4%
25: O=S(=O)(NCc1ccccc1)c1cccc2nonc12
    10.7%	u	-3.9	1.9%	1.7%	0.2%	4.5%	-3.5%
26: CCN(CC)c1ccc(NC(=O)CN(C)Cc2cccs2)cc1
    41.5%	-14.7	-21.3	-0.5%	-1.2%	-29.0%	-2.8%	7.2%
27: CCCn1c(SCC(=O)Nc2ccc(OC)cc2)nnc1-c1ccncc1
    14.8%	-14.4	4.4	4.0%	19.9%	0.0%	7.6%	0.2%
28: O=C(CCC(=O)N1CCN(S(=O)(=O)c2cccc(F)c2)CC1)c1cccs1
    31.0%	-21.9	-1.7	5.2%	10.4%	11.7%	-4.6%	13.5%
29: COCCCNC(=O)CCCn1c(SCC(=O)c2ccc(F)cc2)nc2c(sc3ccccc32)c1=O
    3.5%	x	5.2	x	-11.4%	4.7%	x	x
30: O=C(CN(C(=O)CNC(=O)c1cccs1)c1ccccc1)NC1CCCCC1
    -10.1%	12.5	-3.7	-4.2%	9.6%	9.3%	-4.3%	13.4%
31: CC(C)[C@H](NC(=O)c1ccccc1F)C(=O)OCCN1C(=O)c2ccccc2C1=O
    x	-5.9	4.5	u	-6.5%	22.4%	-1.0%	-1.7%
32: O=C(Nc1nc2ccccc2[nH]1)c1cccc(Cl)c1
    -18.3%	-3.0	-2.5	-11.7%	-16.6%	11.2%	5.5%	3.1%
33: C=CCc1ccccc1OCC(O)CN1CCN(c2ccccc2)CC1 (stereo unspecified)
    -6.6%	x	5.8	x	3.7%	-17.4%	x	x
34: CCOC(=O)C1(C)CCN1C(=O)c1ccc(N(C)C)cc1 (stereo unspecified)
    4.7%	13.3	0.9	3.8%	-4.7%	19.1%	3.9%	2.4%
35: O=C(NCc1ccc(Cl)cc1)c1ccc2ccccc2n1
    23.3%	10.2	9.7	-0.9%	-14.1%	17.0%	-9.1%	15.9%
36: Cc1nc2nc[nH]n2c(=O)c1NS(=O)(=O)c1ccc(Br)cc1
    -24.6%	x	0.1	x	-10.4%	27.1%	x	x
37: Cc1ccccc1-c1nc(-c2ccccn2)no1
    21.2%	-22.8	-8.8	-35.8%[inhibitor]	-53.3%[inhibitor]	-8.0%	11.5%	9.8%
38: CCOC(=O)C1(C)CCCN(C(=O)c2ccc(N(C)C)cc2)C1 (stereo unspecified)
    -12.4%	4.0	-3.0	-7.5%	-9.1%	28.5%	13.8%	2.6%
39: COC(=O)c1sc2nc3c(cc2c1N)CCCC3
    15.3%	-4.0	1.7	10.5%	-26.9%	26.2%	2.0%	-6.1%
40: COc1ccc2c(c1OC)C(=O)OC2Nc1nc(-c2cccc([N+](=O)[O-])c2)cs1 (stereo unspecified)
    -1.5%	-21.2	-23.4	-30.4%[inhibitor]	-7.2%	15.6%	-1.7%	12.2%
41: COc1ccc(S(=O)(=O)N(CCc2ccccc2)CC(=O)N/N=C/c2ccc3c(c2)OCO3)cc1
    x	u	-3.1	-10.9%	-7.4%	8.2%	-12.1%	11.9%
42: O=S(=O)(c1ccc(=S)[nH]c1)N1CCCCCC1
    4.1%	2.8	2.3	4.0%	24.0%	u	-17.5%	-1.7%
43: CN(C)/C=C/C(=O)c1ccc(Cl)c([N+](=O)[O-])c1
    26.4%	-6.7	-5.2	-39.7%[inhibitor]	-94.3%[inhibitor]	-11.0%	7.8%	5.0%
44: O=C(CSc1nc(Nc2ccc(F)c(F)c2)c2ccccc2n1)c1ccc(Cl)cc1
    8.0%	x	3.5	x	-6.1%	14.9%	x	x
45: CC(C)(C)c1ccc(C(=O)N2CCN(Cc3ccccc3)CC2)cc1
    27.7%	u	-7.4	3.2%	-0.4%	7.3%	-14.1%	-8.0%

Shown with tabs: part of the list above.
No.	mol	FUS yeast rescue	D3 antag	D3 ag	aSyn yeast inh	Abeta yeast res	TDP-43 yeast inh	EPAC2 antag	EPAC2 agonist
39	COC(=O)c1sc2nc3c(cc2c1N)CCCC3	15.3%	-4.0	1.7	10.5%	-26.9%	26.2%	2.0%	-6.1%
40	COc1ccc2c(c1OC)C(=O)OC2Nc1nc(-c2cccc([N+](=O)[O-])c2)cs1 (stereo unspecified)	-1.5%	-21.2	-23.4	-30.4%[inhibitor]	-7.2%	15.6%	-1.7%	12.2%

Going on with the list.
Every second line gives: FUS yeast rescue	D3 antag	D3 ag	aSyn yeast inh	Abeta yeast res	TDP-43 yeast inh	EPAC2 antag	EPAC2 agonist
46: Cc1ccc(NC(=S)NCCSc2ccc(Cl)cc2)c(C)c1
    9.5%	-23.9	-1.3	7.4%	u	1.0%	-2.4%	19.5%
47: CC(=O)Nc1cccc(NC(=O)c2ccccc2OCc2ccccc2)c1
    9.9%	9.0	17.4	2.5%	20.0%	0.0%	-10.0%	0.5%
48: CC(=O)Nc1cccc(NC(=O)C2C3C=CC(C3)C2C(=O)O)c1 (stereo unspecified)
    -31.4%	-5.0	2.6	-1.5%	-8.7%	-5.8%	9.9%	6.2%
49: CC(=O)Nc1ccc(NC(=O)C(C)OC(=O)c2ccc3[nH]c(C)c(C)c3c2)cc1 (stereo unspecified)
    38.8%	-4.7	5.9	-1.1%	0.7%	-13.6%	37.2%[activator]	-7.7%
50: O=C(OCC(=O)C12CC3CC(CC(C3)C1)C2)c1ccc(O)cc1O
    33.8%	-11.3	-13.6	-3.8%	u	u	-13.9%	20.5%
